TAAR1 agonist = agonists of human TAAR1. AID 624467. activation, % at 3 µM. 0.99% of 360,000 active. CHO RD-HGA16 TAAR1, Fluo-8 calcium fluorescence; vehicle wells 0%, saturating PEA agonist 100%. Q96RJ0;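 active means activation above the mean activation of all test compounds in the run plus 3 SD, cut at about 38% in these data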
Target sequence (Q96RJ0 whole entry, looked up): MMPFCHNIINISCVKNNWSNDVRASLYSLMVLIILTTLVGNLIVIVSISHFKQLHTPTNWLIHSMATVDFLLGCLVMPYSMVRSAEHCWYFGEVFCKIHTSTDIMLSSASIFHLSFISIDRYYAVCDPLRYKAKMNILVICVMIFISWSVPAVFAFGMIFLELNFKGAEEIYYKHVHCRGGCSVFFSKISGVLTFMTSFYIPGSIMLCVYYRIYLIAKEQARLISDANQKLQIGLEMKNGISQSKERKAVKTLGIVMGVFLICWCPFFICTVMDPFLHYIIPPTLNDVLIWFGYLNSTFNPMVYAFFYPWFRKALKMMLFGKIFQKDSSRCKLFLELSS
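Assay system – CHO-derived RD-HGA16 cells with stable Gα16 and human TAAR1 · Compound dosing – one-point dosing at 3 µM (nominal) · Incubation – 17-24 h seeding, 75 min 37 °C dye, 30 min RT · Measured by – kinetic Fluo-8 calcium fluorescence · Control set – DMSO vehicle as 0%, PEA at EC100 as 100% · Repeats – single well for each compound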
OXTR potentiator = human OXTR potentiation; 0.061% of 320,000 active; P30559; CHO-OTR cells, Fluo-8 calcium fluorescence, potentiator mode; 0% = oxytocin EC15, 100% = EC100; activation, % at 3 µM;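 active means activation above that plate's cutoff, the mean activation of tested compounds plus 3 SD, cut at about 6.6% in these data, passing the limit was not always enough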;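 further: 100% uses oxytocin at 75 nM as the full agonist control; some results filed as inactive read as strong as hits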
Target sequence (P30559 whole entry, looked up): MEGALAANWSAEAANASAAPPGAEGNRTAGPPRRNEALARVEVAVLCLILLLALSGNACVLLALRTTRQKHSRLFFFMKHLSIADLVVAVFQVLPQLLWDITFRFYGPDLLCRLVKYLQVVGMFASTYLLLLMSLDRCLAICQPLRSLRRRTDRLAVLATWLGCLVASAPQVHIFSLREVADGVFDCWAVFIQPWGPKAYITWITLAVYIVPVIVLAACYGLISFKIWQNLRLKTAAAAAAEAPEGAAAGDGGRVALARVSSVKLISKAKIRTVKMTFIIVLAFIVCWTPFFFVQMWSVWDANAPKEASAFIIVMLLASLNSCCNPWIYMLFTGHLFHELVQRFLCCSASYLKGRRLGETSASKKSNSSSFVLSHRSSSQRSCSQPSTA
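Assay system: CHO-OTR cells, human receptor / Also added: oxytocin at about EC15, sub-maximal agonist stimulus / Dosing: single dose, 3.0 µM nominal final compound concentration / Incubation: 6 min pre-incubation, 100 s read / Technique: Fluo-8 calcium dye fluorescence / Read-out: % activation vs EC15 and EC100 oxytocin / Benchmarks: EC15 oxytocin low, 75 nM oxytocin high / Replicates: singlicate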
CHO-K1 Ca antag = nonselective inhibitor or artifact in parental CHO-K1 cells; ATP-induced calcium, Fluo-8 fluorescence; inhibition, % at 3 µM; 0.6% of 360,000 active; AID 602250;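 active means inhibition above a per-plate cutoff, the plate's mean sample inhibition plus 3 SD, cut at about 24% in these data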;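 further: 0% = DMSO plus EC80 ATP and 100% = DMSO alone without ATP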
V1R ag counter = activates human V1a receptor in oxytocin agonist counter-screen; P37288; CHO-V1R cells, Fluo-8 calcium fluorescence, agonist mode; 0% DMSO, 100% 3 nM vasopressin; activation, % at 3 µM; 0.25% of 320,000 active;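 active means activation above the mean activation of all tested compounds plus 3 SD, per screening run, cut at about 20% in these data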;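 further: signal is peak over basal fluorescence ratio across a 100 second FLIPR read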
TAAR1 antagonist = antagonists of human TAAR1. Q96RJ0. CHO RD-HGA16 TAAR1, Fluo-8 calcium fluorescence, antagonist. inhibition, % at 3 µM. 1.5% of 360,000 active. AID 624466;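 active means inhibition above a per-plate cutoff, the mean inhibition of test compounds on that plate plus 3 SD, cut at about 49% in these data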;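 further: 0% = DMSO plus EC80 beta-PEA response and 100% = DMSO alone without agonist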
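System: RD-HGA16 CHO cells with stable hTAAR1 and Gα16 | Probe or stimulus: EC80 β-phenethylamine stimulus | Dosing: 3 µM, single point | Times: Dye loading 75 min at 37 °C, then 30 min room temperature | Measured by: Fluo-8 calcium-sensitive fluorescence | Read-out basis: % inhibition of agonist calcium response | Replicates: n of 1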
CHO-K1 Ca ag = counter-screen for M1 agonists: effect in parental CHO-K1 cells | AID 602248 | activation, % at 3 µM | 0.48% of 360,000 active | Fluo-8 calcium fluorescence; scaled to maximal ATP response, vehicle zero; in the data active means activation above about 15%;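 further: untransfected CHO-K1 host cells lacking M1 receptor as counterscreen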
M1 ag = human M1 muscarinic receptor agonism. CHO-K1 hM1, Fluo-8 calcium fluorescence, agonist mode; 0% DMSO, 100% acetylcholine EC100. activation, % at 3 µM. 0.33% of 360,000 active;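 active means activation above the run's mean compound activation plus 3 SD, cut at about 16% in these data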;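 further: peak over basal fluorescence ratio within a 140 s kinetic read after compound addition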
CHO-K1 Ca PAM = counter-screen for M1 PAMs: effect in parental CHO-K1 cells; activation, % at 3 µM; ATP EC20, Fluo-8 calcium fluorescence; 0% at ATP EC20, 100% at ATP max; 0.02% of 360,000 active;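 active means activation above the run cutoff, the mean activation of all test compounds plus 3 SD, cut at about 40% in these data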;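 further: peak over basal fluorescence ratio in a 140 s read after ATP addition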
CHO parental Ca = counter-screen: ATP calcium response change in parental CHO cells | inhibition, % at 5.6 µM | parental CHO-K1, ATP-induced calcium, Fluo-8 fluorescence | 0.63% of 330,000 active;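 active means inhibition above that plate's mean sample inhibition plus 3 SD, cut at about 26% in these data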;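 further: 0% = ATP-challenged DMSO wells and 100% = DMSO wells without ATP; some compounds past the cut are filed as inactive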
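Test system: parental CHO cells; detection: calcium-sensitive Fluo-8 fluorescence; evaluation: percent inhibition of calcium signal; also added: ATP as calcium-mobilizing challenge; repeats: one well per compound; control set: ATP-challenged DMSO wells low, unchallenged DMSO wells high; compound: single nominal dose of 5.6 µM per compound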
Starred values were filed as active, the others as inactive; · = not tested or not shown.

cpd	molecule	OXTR potentiator	CHO parental Ca	CHO-K1 Ca antag	TAAR1 agonist	CHO-K1 Ca ag	TAAR1 antagonist	M1 ag	V1R ag counter	CHO-K1 Ca PAM
1	c1ccc(Cc2nn3c(Cn4nnc5ccccc54)nnc3s2)cc1	-5	-9	-10	4	2.2	8	-6	0.2	19
2	CCc1cccc(CC)c1NC(=O)COC(=O)c1ccccc1-c1nc2ccccc2s1	-16	17	-17	7	0.0	25	-7	2.5	27
3	O=C(COC(=O)Cc1ccc(Cl)cc1)NCc1ccco1	-2	-5	-2	2	0.4	-21	-1	1.4	10
4	O=C(Nc1ccc(Br)cc1)c1cccnc1N1CCCCC1	-3	-37	-3	5	-0.6	3	-8	-1.8	-11
5	O=C(CCNC(=O)c1ccccc1Cl)Nc1ccncc1	-1	13	12	3	0.1	-16	0	-0.3	2
6	COc1ccc(CNC(=O)[C@@H](NC(=O)C2CCN(C(=O)[C@@H]3CCCN3C(=O)OC(C)(C)C)CC2)C(C)C)cc1	-3	-15	-6	2	-0.5	-5	-3	0.3	-3
7	CC1CCCCN1N=Nc1nc2c([nH]1)c(=O)n(C)c(=O)n2C (stereo unspecified)	·	·	-14	0	0.6	1	-6	·	22
8	COc1cccc(Nc2nc(C(N)CO)cs2)n1 (stereo unspecified)	·	·	-8	20	0.4	-29	-4	·	13
9	CCOc1ccc(C2(C)NC(=O)N(CCN(C)C)C2=O)cc1 (stereo unspecified)	-9	-21	0	2	0.9	-1	-9	-0.2	3
10	O=C(N[C@@H](Cc1ccccc1)C(=O)NCc1ccc(F)cc1)C1CCNCC1	0	-14	-11	5	1.3	-16	-4	0.8	15
11	Cc1nnc2sc(SCC(=O)N3CCC(C)CC3)nn2c1=O	-2	-8	13	4	0.4	-22	-3	0.2	-12
12	COc1ccc(Cn2c(=N)c(C(=O)NC3CCCCC3)cc3c(=O)n4ccccc4nc32)cc1	-5	-7	-4	-1	0.6	0	-5	0.2	7
13	Cc1ccc(S(=O)(=O)/N=C(/c2ccc(F)cc2)N2CCCC2)cc1	-8	0	12	-1	-0.1	5	-7	0.6	2
14	COc1ccc(C(=O)Nc2nc(C)c(C)s2)cc1OC	-7	-6	-4	5	0.4	-16	-3	0.0	8
15	CC[C@H](C)[C@@H](NC(=O)O[C@@H]1C(=O)c2cc(OC)ccc2O[C@H]1c1ccc(OC)c(Br)c1)C(=O)OC	-12	-28	7	·	-0.6	·	-9	0.5	-9
16	CCN(CC)c1ccc(NC(=O)/C=C\c2ccccc2Cl)cc1	-8	-18	6	6	0.1	11	-8	-0.2	-7
17	COc1ccccc1NC(=O)CSc1nc2c(sc3ccccc32)c(=O)n1CCN(C)C	0	-32	-10	-1	0.3	-10	-5	-0.7	17
18	Cc1ccc(-n2nc(C)c3c2C(Br)C(C)(C)CC3=O)nc1 (stereo unspecified)	·	·	-5	2	0.2	-9	-7	·	4
19	COc1cc(/C=N/NC(=O)c2cnccn2)cc(OC)c1OC	-7	-6	2	0	0.2	2	-3	-0.4	2
20	Cc1ccc(NC(=O)CN2CCCC2)cc1Br	-9	1	0	3	0.1	-8	0	2.4	-8

From entry 19 up to 20, as listed above:
cpd	molecule	OXTR potentiator	CHO parental Ca	CHO-K1 Ca antag	TAAR1 agonist	CHO-K1 Ca ag	TAAR1 antagonist	M1 ag	V1R ag counter	CHO-K1 Ca PAM
19	COc1cc(/C=N/NC(=O)c2cnccn2)cc(OC)c1OC	-7	-6	2	0	0.2	2	-3	-0.4	2
20	Cc1ccc(NC(=O)CN2CCCC2)cc1Br	-9	1	0	3	0.1	-8	0	2.4	-8

Further results follow.
cpd	molecule	OXTR potentiator	CHO parental Ca	CHO-K1 Ca antag	TAAR1 agonist	CHO-K1 Ca ag	TAAR1 antagonist	M1 ag	V1R ag counter	CHO-K1 Ca PAM
21	O=C(NCc1ccc2c(c1)OCO2)Nc1ccc2ccccc2c1	-5	-4	1	5	0.2	-5	-3	-0.4	-12
22	COc1cc(/C=C/c2onc(C)c2[N+](=O)[O-])cc(OC)c1OC	-4	-6	-12	4	0.7	-23	-1	0.1	20
23	O=C(c1cccnc1)N1C2CCC1CC(O)(c1ccc(F)cc1)C2 (stereo unspecified)	-4	-9	-17	4	0.2	14	-2	1.5	7
24	Cc1cc(S(=O)(=O)N2CC(=O)N(CCc3ccccc3)C(=O)C2)ccc1F	-5	-1	-5	10	0.1	-17	-3	-0.2	3
25	Fc1ccc(-n2ncc3c(SCc4cccnc4)ncnc32)cc1	-6	-7	-14	3	2.4	-3	2	2.9	5
26	O=C(Nc1cccc(-c2nn[nH]n2)c1)c1ccc(Br)s1	-5	-14	0	0	-0.4	-12	0	0.7	-24
27	O=C(Nc1ccc(F)cc1)Oc1ccccc1N1CCOCC1	4	2	0	1	1.4	15	-1	1.1	15
28	CC12CCC(C(=O)N(NC(=O)c3cc(Cl)ccc3O)C1=O)C2(C)C (stereo unspecified)	-4	15	2	2	0.4	-15	-3	-0.3	17
29	COC(=O)c1[nH]c2cccc(OC)c2c1NC(=O)CN1CCN(c2cccc(OC)c2)C(C)C1 (stereo unspecified)	-16	-30	-7	23	2.5	26	-2	0.6	10
30	CCOC(=O)c1sc(NC(=O)C(CC)Sc2nccn2C)nc1C (stereo unspecified)	-2	-10	-2	16	-0.1	0	-3	-0.4	-5
31	COCCn1c(SCC(=O)NC(=O)NCc2ccccc2)nc2ccccc21	-8	-10	-7	3	0.2	5	-6	-1.7	8
32	O=C(NNC(=O)c1ccccc1O)c1ccc(Cl)c(S(=O)(=O)N2CCCCC2)c1	-19	-2	16	6	5.0	23	2	8.8	-21
33	O=C(Nc1ccccc1)N1CCN(Cc2ccc3c(c2)OCO3)CC1	-4	-4	4	0	0.2	0	-4	0.8	-10
34	CCc1ccccc1NC(=O)Cn1nnc(C(=O)NCc2cccs2)c1N	-10	-11	-3	1	0.5	-20	-4	1.2	-6
35	Cc1ccc(NC(=O)C(c2ccccc2)N2CCN(C(=O)c3ccco3)CC2)cc1 (stereo unspecified)	-7	-8	8	3	-0.8	5	0	-0.8	-18
36	CCN1C(N(C)CCc2cccs2)=N[C@@H](c2ccccc2)C(C(=O)OC)=C1C	-6	-15	-6	68*	0.0	18	-13	0.1	2
37	CN1CCN(c2ccc(NC(=O)c3ccc(Cl)cc3Cl)cc2)CC1	3	-8	-1	29	5.9	15	-9	2.0	21
38	CC(C)Cn1c(N)c(C(=O)COC(=O)C2CC(=O)N(c3ccc4c(c3)OCCO4)C2)c(=O)n(C)c1=O (stereo unspecified)	2	-25	-13	5	6.9	12	-1	5.0	20
39	CC(C)OC(=O)c1cc(C(=O)c2cc(Cl)ccc2O)coc1=N	-5	-2	-3	3	0.5	11	-5	2.8	6
40	COc1ccccc1N1C(=O)CC(Sc2n[nH]c(-c3cccc(C)c3)n2)C1=O (stereo unspecified)	-2	-13	-12	4	0.6	-23	-6	0.5	31

cpd	molecule	OXTR potentiator	CHO parental Ca	CHO-K1 Ca antag	TAAR1 agonist	CHO-K1 Ca ag	TAAR1 antagonist	M1 ag	V1R ag counter	CHO-K1 Ca PAM
41	Cc1nnc(Oc2ccccc2)c2ccccc12	-16	-18	-10	20	-0.8	-10	-4	-1.2	26
42	O=C(Nc1cc(Oc2ccccc2)cc([N+](=O)[O-])c1)C12CC3CC(C1)CC(n1cnc(Cl)n1)(C3)C2	-11	7	2	4	0.9	13	-4	0.3	13
43	Cc1ccc(NNC(=O)C(O)(c2cccc(C(F)(F)F)c2)c2cccc(C(F)(F)F)c2)cc1	-10	-31	2	-1	0.4	3	-6	0.1	-3
44	COC(=O)c1sc(=S)n(-c2cc(F)ccc2F)c1N	-1	-15	-6	1	0.2	5	-4	2.5	-11
45	O=C1N(Cc2cccnc2)C[C@@H]2C[C@@H](c3ccc4nonc4c3)N3CCC[C@@]123	3	-7	-2	-2	3.6	-8	-9	-0.8	22
46	Cc1ccc(-n2c(-c3cc(C)n(C)n3)n[nH]c2=S)cc1	-2	-7	-5	9	0.4	-15	-1	2.1	8
47	CC(=O)c1cccc(NC(=O)N2CCN(S(C)(=O)=O)CC2)c1	7	-11	-5	·	0.3	·	-4	0.0	3
48	Cc1ccc(Cc2cnc(NC(=O)c3cccs3)s2)cc1	-14	-17	-9	11	0.1	7	-2	5.0	15
49	O=C(c1cccc(C(F)(F)F)c1)C1CCCN(C(=O)CCCN2CCCC2=O)C1 (stereo unspecified)	-1	-13	-7	3	4.4	6	-9	1.8	9
50	NC(=O)c1ccc(-n2nc(C(F)(F)F)c3c2CCCC3)cc1	-2	-14	-11	0	0.2	17	-10	-0.7	16
51	COc1cccc(N(C(=O)c2snc(C(N)=O)c2N)C(C(=O)NCC2CCCO2)c2ccc(F)cc2)c1 (stereo unspecified)	-10	-25	-25	3	2.6	10	-1	1.5	29
52	COC(=O)CN(c1cc(C(F)(F)F)ccc1Cl)S(C)(=O)=O	-1	-12	5	1	-0.1	-6	-3	-0.4	-13
53	COc1cc(C2Nc3c(F)cccc3C3C=CCC32)cc(Br)c1OC (stereo unspecified)	-3	-25	-1	0	-0.2	-25	-2	-1.0	-1
54	CCOCCCNC(=O)C1CCC(CNS(=O)(=O)c2ccc(OC)cc2)CC1 (stereo unspecified)	-1	-5	-15	0	0.4	-7	-2	0.5	17
55	O=C(NNS(=O)(=O)c1ccccc1)c1ccccc1-n1cccc1	-1	-5	1	0	0.9	2	-2	0.4	12

Compound profiles, as listed above. Values in the order: OXTR potentiator, CHO parental Ca, CHO-K1 Ca antag, TAAR1 agonist, CHO-K1 Ca ag, TAAR1 antagonist, M1 ag, V1R ag counter, CHO-K1 Ca PAM
Shown for `Cc1ccc(S(=O)(=O)/N=C(/c2ccc(F)cc2)N2CCCC2)cc1` = -8, 0, 12, -1, -0.1, 5, -7, 0.6, 2
Shown for `CCOc1ccc(C2(C)NC(=O)N(CCN(C)C)C2=O)cc1` (stereo unspecified) = -9, -21, 0, 2, 0.9, -1, -9, -0.2, 3
Shown for `COc1cc(C2Nc3c(F)cccc3C3C=CCC32)cc(Br)c1OC` (stereo unspecified) = -3, -25, -1, 0, -0.2, -25, -2, -1.0, -1

Three of the entries above in order of their number in TAAR1 antagonist, falling.
cpd	SMILES	OXTR potentiator	TAAR1 antagonist	M1 ag
50	NC(=O)c1ccc(-n2nc(C(F)(F)F)c3c2CCCC3)cc1	-2	17	-10
45	O=C1N(Cc2cccnc2)C[C@@H]2C[C@@H](c3ccc4nonc4c3)N3CCC[C@@]123	3	-8	-9
53	COc1cc(C2Nc3c(F)cccc3C3C=CCC32)cc(Br)c1OC (stereo unspecified)	-3	-25	-2
